Casp7 inh: qHTS Assay for Allosteric/Competitive Inhibitors of Caspase-7; recombinant caspase-7, Ac-DEVD-AFC fluorescence rate; hit rate 0.02% among 75,000; Potency, µM (doses to about 57.5 µM), for the others: at the top dose activity change, negative = inhibition, usual class: inhibitors; P55210; AID 889, 2007; active = well fitted inhibition curve with a large enough effect in the main read-out, with a control signal flat, not every such curve was filed as active; inconclusive = small, poorly fitted or top-dose-only effect, or a change in a side signal; note: potency is the fitted concentration of half-maximal effect; % of control where 0% means no effect
ERK AVP inh: qHTS Assay for Inhibitors of the ERK Signaling Pathway using a Homogeneous Screening Assay | HEK293-V1b, vasopressin-stimulated pERK AlphaScreen | Potency, µM (highest dose often 57.5 µM), inactives show top-dose activity, negative = inhibition, usual class: inhibitors | hit rate 0.99% among 72,000; note: potency is the fitted concentration of half-maximal effect; % is set by controls: 0 for no effect and ±100 for the full control effect; nearly all actives have a fitted effect of over 55% in size
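qHTS, compounds titrated on V1b-expressing HEK293 cells. Preincubation 30 min at 37C, vasopressin 25 nM for 5 min, lysis 10 min, bead incubation 5 hr at room temperature.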
A350 autofl: qHTS Assay for Spectroscopic Profiling in A350 Spectral Region. Compound autofluorescence, 340/450 nm, Alexa 350 dye-equivalents; hits give high values. max dye-equivalent concentration, M. hit rate 11% among 59,000. AID 590, 2007; in the data active = max dye-equivalent concentration above about 10 nM; inconclusive = mostly about 1.1 nM to 9.6 nM
BRCT PPI green: qHTS Assay for Inhibitors of BRCT-Phosphoprotein Interaction (Green Fluorophore) | Potency, µM (series often up to 76.9 µM), without a hit: at the highest dose activity change, negative = inhibition, hits mostly inhibitors | hit rate 0.05% among 75,000 | BRCA1 BRCT-phosphopeptide binding, green fluorescence polarization | Breast cancer type 1 susceptibility protein (Homo sapiens), P38398 | AID 875, 2007;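 note: potency is the fitted concentration of half-maximal effect; plate controls were peptide without protein for full effect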
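Fluorescence polarization: His-tagged BRCT (~35 kDa BRCA1 C-terminus, 250 nM) bound to 100 nM fluorescein-labeled phosphorylated 10-aa BACH1 peptide, pH 7.3 phosphate buffer with DTT and Tween 20. Compounds incubated 12 min at room temperature; inhibition read as lowered polarization.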
USP2a inhib: qHTS Assay for Inhibitors of Ubiquitin-specific Protease USP2a; Ubiquitin carboxyl-terminal hydrolase 2 (Homo sapiens), O75604; USP2a enzymatic assay, qHTS inhibition; Potency, µM (top dose mostly 38.3 µM), without a hit: at the top dose activity change, negative = inhibition, most hits filed as inhibitors; hit rate 0.1% among 60,000; AID 927, 2007;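 note: potency is the fitted concentration of half-maximal effect; nearly all actives have a fitted effect of over 60% in size; plate controls were DMSO for no effect and NEM full inhibition control for full effect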
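Inhibition is measured in a cell-free coupled assay with 20 nM USP2 core, 20 nM Ub-PLA2 and 20 uM NBD C6-HPC, 2.5 h incubation. Activity normalized to NEM control.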
Tau fil binding: qHTS Assay for Tau Filament Binding | recombinant tau filaments, thioflavin S fluorescence, 15 h; filaments grown with octadecylsulfate alongside compound | Microtubule-associated protein tau (Homo sapiens), P10636 | hit rate 2% among 71,000 | Potency, µM (top dose mostly 57.1 µM), for inactives: top-dose activity change, negative = inhibition;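 note: potency is the fitted concentration of half-maximal effect; % is set by controls: 0 for no effect and ±100 for the full control effect; actives lower thioflavin S fluorescence by blocking filaments or displacing dye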
Target sequence (P10636 whole entry, looked up): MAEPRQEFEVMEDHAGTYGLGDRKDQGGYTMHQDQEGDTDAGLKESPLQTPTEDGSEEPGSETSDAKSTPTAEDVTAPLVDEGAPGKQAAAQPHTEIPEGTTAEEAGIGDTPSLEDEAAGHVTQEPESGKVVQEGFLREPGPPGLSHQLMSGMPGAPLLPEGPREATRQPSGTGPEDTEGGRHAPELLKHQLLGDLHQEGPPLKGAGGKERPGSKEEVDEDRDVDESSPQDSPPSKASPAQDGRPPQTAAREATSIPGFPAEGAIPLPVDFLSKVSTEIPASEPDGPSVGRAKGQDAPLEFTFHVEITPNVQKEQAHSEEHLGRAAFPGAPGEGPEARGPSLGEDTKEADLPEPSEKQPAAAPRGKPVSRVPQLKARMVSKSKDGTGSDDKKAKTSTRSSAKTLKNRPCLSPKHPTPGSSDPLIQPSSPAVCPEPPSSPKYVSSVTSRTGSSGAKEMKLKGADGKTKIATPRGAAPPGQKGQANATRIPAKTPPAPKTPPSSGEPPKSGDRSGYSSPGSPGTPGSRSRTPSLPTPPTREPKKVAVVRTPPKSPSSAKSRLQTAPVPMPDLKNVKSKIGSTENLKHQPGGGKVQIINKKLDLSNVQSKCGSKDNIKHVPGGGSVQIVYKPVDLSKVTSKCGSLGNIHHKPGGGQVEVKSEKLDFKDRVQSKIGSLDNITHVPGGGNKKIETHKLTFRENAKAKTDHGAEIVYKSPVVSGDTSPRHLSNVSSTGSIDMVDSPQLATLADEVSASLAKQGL
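His-tagged recombinant human tau (exons 2, 3, 10; 1 uM final) fibrillized with 30 uM sodium octadecylsulfate, 15 h at 37 C, in pH 7.4 HEPES buffer with 10 uM thioflavine S and 5 mM DTT. Reduced ThS fluorescence (450/510 nm) marks activity.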
HEK293 cAMP cs: qHTS Assay for Agonists of the Thyroid Stimulating Hormone Receptor: Activators of Intracellular cAMP Concentrations in Parental HEK 293; Potency, µM (top dose mostly 57.1 µM), inactives show at the highest dose activation, hits mostly activators; hit rate 2.5% among 73,000; parental HEK293 CNG cAMP sensor, membrane potential fluorescence; note: potency is the fitted concentration of half-maximal effect; % of control where 0% means no effect; nearly all actives have a fitted effect of over 55% in size
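Parental HEK 293 cells stably expressing a modified CNG channel (no TSHR) report cAMP rise as membrane depolarization. Membrane potential dye with 100 uM RO 20-1724 was loaded for 60 min at room temperature, then compound added for 30 min; fluorescence read at 590 nm.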
CRE Fsk mod: Cell signaling CRE-BLA (Fsk stim) | CHO CRE-bla reporter (cAMP response element driving beta-lactamase), forskolin EC10, beta-lactamase ratio | Potency, µM (top dose mostly 38.2 µM), without a hit: at the highest dose activity change, negative = inhibition, most hits filed as activators | hit rate 2.5% among 71,000; active = well fitted activation curve with a large enough effect in the signal ratio, with a control signal flat, not every such curve was filed as active; inconclusive = small, poorly fitted or top-dose-only effect, or effect the other way, or a change in a side signal; the % refers to the signal ratio; note: potency is the fitted concentration of half-maximal effect; % of control where 0% means no effect
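Reporter-gene assay: CHO cells with beta-lactamase behind cAMP responsive elements, co-treated with compound and EC10 NKH 477 for 3 hours at 37 degrees Celsius. Activity came from the 460/530 nm CCF4 emission ratio.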
Casp1 inh: qHTS Assay for Allosteric/Competitive Inhibitors of Caspase-1. P29466. Caspase-1 enzyme, Ac-WEHD-AFC fluorogenic rate. Potency, µM (highest dose often 57.5 µM), inactives show at the highest dose activity change, negative = inhibition, most hits filed as inhibitors. hit rate 0.03% among 75,000. AID 900, 2007;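 note: potency is the fitted concentration of half-maximal effect; plate controls were vehicle for no effect and no substrate for full effect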
Target sequence (P29466 120-297 limits assumed): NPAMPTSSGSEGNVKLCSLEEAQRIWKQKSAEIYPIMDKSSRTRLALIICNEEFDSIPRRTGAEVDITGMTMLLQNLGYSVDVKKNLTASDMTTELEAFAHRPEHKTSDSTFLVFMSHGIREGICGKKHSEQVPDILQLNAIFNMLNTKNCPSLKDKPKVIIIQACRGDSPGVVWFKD
Target sequence (P29466 317-404 limits assumed): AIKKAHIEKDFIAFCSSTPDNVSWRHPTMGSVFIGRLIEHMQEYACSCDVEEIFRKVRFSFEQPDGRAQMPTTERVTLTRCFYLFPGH
FLuc inh: qHTS Assay for Inhibitors of Firefly Luciferase; purified firefly luciferase, luminescence, 8 min; Luciferin 4-monooxygenase (Photinus pyralis), P08659; AID 411, 2009; hit rate 2.2% among 72,000; Potency, µM (series often up to 57.1 µM), without a hit: at the top dose activity change, negative = inhibition, most hits filed as inhibitors; note: potency is the fitted concentration of half-maximal effect; % is set by controls: 0 for no effect and ±100 for the full control effect; nearly all actives have a fitted effect of over 40% in size
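Inhibition of light generation by firefly luciferase from ATP and luciferin was profiled with concentration-response curves per sample, ATP held at 10 uM within the enzyme's linear range. Plates were read by luminescence after an 8-minute ambient incubation.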
BRCT inh red: qHTS Assay for Inhibitors of BRCT-Phosphoprotein Interaction (Red Fluorophore); Breast cancer type 1 susceptibility protein (Homo sapiens), P38398; hit rate 0.03% among 75,000; AID 892, 2007; BRCT-phosphopeptide binding, red fluorescence polarization; Potency, µM (doses to about 76.9 µM), for inactives: top-dose activity change, negative = inhibition, most hits filed as inhibitors; note: % is set by controls: 0 for no effect and ±100 for the full control effect
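Fluorescence polarization: 100 nM His-tagged BRCA1 BRCT with 100 nM TAMRA-labelled phospho-BACH1 decapeptide, phosphate buffer pH 7.3 with 150 mM NaCl, DTT, 0.01% Tween 20; 12 min RT. Binding inhibition seen as FP decrease.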
Numbers without * were called inactive; i = inactive; ? = inconclusive; . = not tested or not shown; [ ] = dose if it differs, or a comment. Unless noted, calls come from the whole dose curve; as a rule, active = well fitted curve in the direction sought with a large enough effect; inconclusive = small, poorly fitted or top-dose-only effect, or another doubt; inactive = no such curve, though single readings can be large; an effect the other way counts as inactive or inconclusive.

SMILES	Casp7 inh	ERK AVP inh	A350 autofl	BRCT PPI green	USP2a inhib	Tau fil binding	HEK293 cAMP cs	CRE Fsk mod	Casp1 inh	FLuc inh	BRCT inh red
CCOC(=O)c1c(-c2cccs2)csc1NC(=O)CN1CCOCC1	-2%	8%	i	7.5%	-8%	4%	?	13µM*	-4%	-1%	-0.1%
Cc1onc(-c2ccccc2)c1C(=O)Nc1ccc(-c2nnc3n2CCCCC3)cc1	-2%	-20%	?	0.5%	17%	6%	0%	-3%	1%	1%	0.7%
Cc1ccc(C2CC(c3ccc(F)cc3)Nc3nc(N)nn32)cc1 (stereo unspecified)	-1%	-17%	.	-1.1%	.	-9%	0%	-8%	0%	-3%	0.8%
CC(C)C(=O)Nc1c(C(=O)c2ccc(F)cc2)oc2ccccc12	?	36%[activator]	.	-3.1%	.	31%	?	?	-20%	1%	-1.1%
CC(=O)Nc1cccc(NC(=O)CSc2nnc(Cc3cccn3C)n2-c2ccc(F)cc2)c1	1%	1%	i	0.4%	21%	23%	6%	-8%	-5%	0%	-1.0%
COc1ccc(N(CC(=O)NCc2cccs2)S(=O)(=O)c2c(C)nn(C)c2C)cc1	-1%	-14%	.	-1.3%	.	?	-5%	-8%	-4%	0%	1.2%
COc1ccccc1N1CCN(C(c2cccs2)C(C)NC(=O)c2cccs2)CC1 (stereo unspecified)	-11%	-8%	i	-0.9%	19%	0%	21%	?	-4%	6%	-3.3%
O=C(O)CCC(=O)N1CCc2cc(S(=O)(=O)NCc3cccs3)ccc21	-1%	-2%	i	-0.8%	-6%	0%	-1%	-35%	-2%	2%	-0.6%
CCOc1ccc(C(C)=O)cc1COc1ccc(-n2cnnn2)cc1	-1%	-13%	i	3.0%	3%	-5%	18%	?	-2%	1%	1.2%
CNc1ncncc1-c1c(C)noc1C	-6%	16%	i	2.4%	6%	-4%	25%	-1%	-1%	-1%[2.29 µM]	-0.2%
COc1cc(OC)cc(-c2nnc(SCC(=O)N3CCOCC3)o2)c1	3%	38%	i	-3.1%	1%	19%	3%	3%	-2%	0%	-1.1%
CCC(=O)N1CCNC(=O)C1CC(=O)Nc1ccc(C)c(Cl)c1 (stereo unspecified)	-1%	0%	i	1.1%	1%	-24%	2%	13%	0%	1%	0.9%

The closing 2 compounds of the part before lead into the next:
SMILES	Casp7 inh	ERK AVP inh	A350 autofl	BRCT PPI green	USP2a inhib	Tau fil binding	HEK293 cAMP cs	CRE Fsk mod	Casp1 inh	FLuc inh	BRCT inh red
COc1cc(OC)cc(-c2nnc(SCC(=O)N3CCOCC3)o2)c1	3%	38%	i	-3.1%	1%	19%	3%	3%	-2%	0%	-1.1%
CCC(=O)N1CCNC(=O)C1CC(=O)Nc1ccc(C)c(Cl)c1 (stereo unspecified)	-1%	0%	i	1.1%	1%	-24%	2%	13%	0%	1%	0.9%
CC1CCC(NC(=O)c2ccc(N3CCCC3=O)cc2)CC1 (stereo unspecified)	-1%	-7%	?	-0.4%	4%	-5%	?	5%	3%	-13%	1.3%
Cc1nnc(SCCOC(N)=O)n1C	1%	6%	i	-1.2%	.	5%	7%	-1%	-1%	-2%	-0.8%
CCSc1nnc(NC(=O)c2c(-c3ccccc3Cl)noc2C)s1	0%	9%	.	1.9%	-3%	15%	1%	-6%	-2%	1%	0.3%
CS(=O)(=O)Nc1cccc(-c2nc(Nc3ccccc3)c3ccccc3n2)c1	1%	?	i	2.8%	14%	9%	14%	?	1%	1%[2.29 µM]	0.3%
Cc1cc(S(=O)(=O)Nc2cccc(O)c2)c(C)s1	2%	2%	i	-0.4%	8%	8%	29%	-8%	0%	0%	-1.3%
Cc1cc(C)nc(-n2nc(C)c(Sc3ccc(F)cc3)c2N)n1	-6%	18%	i	0.9%	6%	75%	7%	2µM*	-1%	-4%	0.4%
Cc1ccccc1-n1c(SCC(=O)N2CCOCC2)nc(O)cc1=O	-4%	7%	i	-5.8%	-3%	4%	-8%	-2%	-2%	-1%	0.9%
Cc1cc(C(F)(F)F)nc(NCc2ccc(F)cc2)n1	-2%	2%	i	-0.2%	-2%	3%	28%	?	1%	1%	-0.7%
CCOC(=O)N1CCN(C(=O)CSc2nnc(-c3ccccc3OC)o2)CC1	2%	11%	i	1.1%	-6%	-9%	-1%	-17%	1%	0%	-1.4%
CCn1c(SCC(=O)c2[nH]c(C)c(C(C)=O)c2C)nnc1-c1cccs1	1%	?	i	0.6%	25%	18%	13%	10%	-4%	2%	0.8%
O=S(=O)(Nc1ccc2c(c1)nc1n2CCN(Cc2ccccc2)C1)c1ccccc1	-18%	-10%	1.2e-08M*	4.7%	47%[activator]	-25%	23%	-8%	-13%	3%	-0.4%
COC(=O)[C@@]1(Cc2ccccc2)C=C[C@@H](C)N1C(=O)c1ccccc1	-6%	26%	.	13%	.	0%	32µM*	-22%	-3%	.	2.0%
Cc1ccc(S(=O)(=O)NCCC(=O)NCc2ccccc2)cc1	0%	11%	i	-2.2%	9%	-2%	0%	12%	0%	3%	1.2%
O=C(NCCCN1CCOCC1)c1ccc(Br)cc1	2%	4%	.	-0.5%	7%[7.66 µM]	-6%[11.4 µM]	?	?	0%	0%	-0.6%
COC(=O)c1sc2nc(-c3ccccc3)nc(N3CCN(C)CC3)c2c1C	-3%	-9%	1.8e-08M*	0.5%	23%	42%	2%	19%	-1%	-1%	-1.5%
Cc1ccc(-c2ccc(=O)n(CCC(=O)NCCN3CCCCC3C)n2)cc1 (stereo unspecified)	0%	29%	i	0.5%	7%	0%	?	11%	-2%	3%	-0.7%
CCN(CC)S(=O)(=O)c1ccc(O)c(C(=O)OCC(=O)N(C)Cc2ccccc2)c1	-1%	-5%	1.3e-08M*	1.3%	23%	2%	-17%	0%	0%	1%	-0.9%
COC(=O)c1ccc(C(/C=C/[C@@H](C)C(=O)NCCN2CCCC2)NC(=O)OCc2ccccc2)cc1 (stereo partly specified)	-2%	-14%	.	-0.4%	.	2%	-6%	1%	-1%	.	0.3%
COc1ccc(S(=O)(=O)N2CCCN(CC(=O)Nc3ccc4c(c3)OCO4)CC2)cc1	-2%	21%	i	-0.6%	14%	2%	5%	?	-1%	-2%	0.2%
NC1=C(c2ccc(F)cc2)C(=O)CS1	-7%	15%	i	2.9%	32%[activator]	-1%	4%	?	-2%	-4%	-0.4%
CC(=O)c1ccc(OCC(O)CN2CCC(C)CC2)cc1 (stereo unspecified)	0%	-11%	.	-0.3%	.	5%	1%	-5%	1%	2%	1.6%
Cc1nc(NCCNC(=O)c2ccco2)c2c(C)c(C)sc2n1	8%	?	?	-2.4%	-2%	6%	7%	5µM*	-2%	2%	1.3%
CCNc1nc2c(c(=O)[nH]c(=O)n2C)n1Cc1ccc(F)cc1	0%	.	.	-1.3%	.	-11%	9%	10µM*	-4%	3%	-0.8%
CCOC(=O)c1cccc(NC(=O)CSc2nnc(C3CCCCC3)n2C)c1	-4%	-17%	i	-0.9%	11%	6%	24%	3%	1%	-1%	0.4%

One compound at a time (already shown). Order of values: Casp7 inh	ERK AVP inh	A350 autofl	BRCT PPI green	USP2a inhib	Tau fil binding	HEK293 cAMP cs	CRE Fsk mod	Casp1 inh	FLuc inh	BRCT inh red
CCNc1nc2c(c(=O)[nH]c(=O)n2C)n1Cc1ccc(F)cc1 in the list: 0%	.	.	-1.3%	.	-11%	9%	10µM*	-4%	3%	-0.8%
CCOC(=O)c1cccc(NC(=O)CSc2nnc(C3CCCCC3)n2C)c1 in the list: -4%	-17%	i	-0.9%	11%	6%	24%	3%	1%	-1%	0.4%
CCN(CC)S(=O)(=O)c1ccc(O)c(C(=O)OCC(=O)N(C)Cc2ccccc2)c1 in the list: -1%	-5%	1.3e-08M*	1.3%	23%	2%	-17%	0%	0%	1%	-0.9%
CC(=O)c1ccc(OCC(O)CN2CCC(C)CC2)cc1 (stereo unspecified) in the list: 0%	-11%	.	-0.3%	.	5%	1%	-5%	1%	2%	1.6%
COC(=O)c1ccc(C(/C=C/[C@@H](C)C(=O)NCCN2CCCC2)NC(=O)OCc2ccccc2)cc1 (stereo partly specified) in the list: -2%	-14%	.	-0.4%	.	2%	-6%	1%	-1%	.	0.3%

Compound activity as filed in PubChem BioAssay.
